MITF TRPM1 HTS = activators of MITF-driven TRPM1 promoter reporter, primary screen, cell-based, SK-MEL-5, luciferase, single point. activation, % at 12.5 µM. SK-MEL-5 TRPM1-promoter luciferase, 24 h; % of positive control, neutral wells = 0. 300,000 tested, 0.75% active;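 active = mean activation of at least 80% with every replicate also reaching 80%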;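 note: 0% = neutral control wells and 100% = parthenolide positive control wells; values of inactives mirror those of a sister screen read the other way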
E coli growth = E. coli V3065 growth inhibition, primary screen, counter-screen for AddAB inhibitor project, absorbance, OD600. 18 h. inhibition, % at 11.9 µM. 330,000 tested, 0.27% active. AID 449728, 2010;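 active = inhibition above the campaign's mean inhibition across all tested compounds plus 3 SD, cut at about 9.9% in these data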;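 note: uninfected addAB+ strain grown without phage in ampicillin broth; 0% = DMSO wells and 100% = ciprofloxacin 0.95 µg/ml wells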
Wnt bcat act = Wnt/beta-catenin pathway activators, primary screen, cell-based, plate reader, single point; Wnt/beta-catenin reporter cell assay, activator; activation, % at 9.35 µM; 300,000 tested, 1.2% active; AID 743398, 2014; in the data active = activation above about 30%, passing the limit was not always enough;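 note: 0% = neutral control wells and 100% = positive control wells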
CAL PDZ FP-1 = CAL PDZ peptide-binding inhibitors, primary screen, biochemical, fluorescence polarization, Cer-tagged CAL PDZ, HTS | Golgi-associated PDZ and coiled-coil motif-containing protein (Homo sapiens), Q9HD26 | purified CAL PDZ, TMR-peptide fluorescence polarization, 1 h | inhibition, % at 20 µM | 330,000 tested, 0.02% active | AID 504414, 2011;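 active = highest replicate inhibition of at least 40%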;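 note: plate controls were DMSO neutral control wells for no effect and unlabeled competitor peptide control wells for full effect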
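System: purified tagged CAL PDZ domain construct (CerCALP). Schedule: 1 h incubation at room temperature before polarization reading. Medium: 25 mM sodium phosphate pH 7.4, 150 mM NaCl, TCEP, IgG, Thesit. Read-out: percent inhibition from loss of millipolarization. Measured by: FP readout, S and P plane fluorescence. Probe or stimulus: fluorescent TMR peptide probe.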
CAL PDZ FP-2 = untagged CAL PDZ binding inhibitors, primary screen, biochemical, fluorescence polarization, HTS; inhibition, % at 24.9 µM; Golgi-associated PDZ and coiled-coil motif-containing protein (Homo sapiens), Q9HD26; AID 602252, 2012; purified CAL PDZ, TMR-peptide fluorescence polarization, 1 h; 300,000 tested, 0.92% active;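 active = mean inhibition of at least 30% with at least half of replicates also reaching 30%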;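 note: 0% = DMSO neutral control and 100% = excess unlabeled competitor peptide PRC23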
AddAB inh = growth inhibition of E. coli expressing H. pylori AddAB, primary screen, AddAB inhibitor project, absorbance; inhibition, % at 11.9 µM; 330,000 tested, 0.29% active; in the data active = inhibition above about 12%;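 note: 0% = vehicle wells of infected cells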
SR-BI uptake up = activators of SR-BI mediated DiI-HDL uptake, primary screen, ldlA[mSR-BI] CHO cells, DiI fluorescence. 320,000 tested, 0.096% active. 3 h; 100 = double the neutral-control signal. AID 504775, 2011. activation, % at 12.5 µM;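 active = mean replicate activation of at least 60% and every replicate at or above 60%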;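 note: 0% = median plate neutral-control signal and 100% = twice that signal; values of inactives mirror those of a sister screen read the other way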
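Material: SR-BI-overexpressing, LDLR-lacking CHO cells; schedule: compound exposure 3 h, 37 °C; reagent: DiI-labelled HDL at 10 µg/mL final; technique: bottom-read fluorescence, 550/595 nm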
phage Ecoli inh = growth loss of phage-infected E. coli, primary screen, RecBCD inhibitor project, absorbance, with phage, HTS; inhibition, % at 11.9 µM; 360,000 tested, 0.26% active; in the data active = inhibition above about 11%
Tat export inh = E. coli Tat export inhibitors, primary screen, MC4100, TorA-mCherry reporter, fluorescence, single point. inhibition, % at 10 µM. 340,000 tested, 0.036% active. AID 488895, 2010;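 active = mean replicate inhibition at least 50% and at least half of replicates individually reaching 50%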;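 note: exported cargo escapes ClpAP degradation while cytoplasmic cargo is degraded and loses fluorescence; 0% = median of neutral control wells and 100% = median of NaSCN control wells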
SR-BI HDL uptake = inhibitors of SR-BI mediated HDL lipid uptake, primary screen, ldlA[mSR-BI] cells, fluorescence, single point | Scavenger receptor class B member 1 (Mus musculus), Q61009 | ldlA[mSR-BI] CHO cells, DiI-HDL uptake fluorescence, 3 h | inhibition, % at 12.5 µM | 320,000 tested, 0.96% active | AID 488896, 2010;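 active = mean replicate inhibition of at least 70% and a set share of replicates each scoring 70 or more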;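 note: 0% = median of neutral control wells and 100% = median of positive control wells; values of inactives mirror those of a sister screen read the other way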
Target sequence (Q61009 whole entry, looked up): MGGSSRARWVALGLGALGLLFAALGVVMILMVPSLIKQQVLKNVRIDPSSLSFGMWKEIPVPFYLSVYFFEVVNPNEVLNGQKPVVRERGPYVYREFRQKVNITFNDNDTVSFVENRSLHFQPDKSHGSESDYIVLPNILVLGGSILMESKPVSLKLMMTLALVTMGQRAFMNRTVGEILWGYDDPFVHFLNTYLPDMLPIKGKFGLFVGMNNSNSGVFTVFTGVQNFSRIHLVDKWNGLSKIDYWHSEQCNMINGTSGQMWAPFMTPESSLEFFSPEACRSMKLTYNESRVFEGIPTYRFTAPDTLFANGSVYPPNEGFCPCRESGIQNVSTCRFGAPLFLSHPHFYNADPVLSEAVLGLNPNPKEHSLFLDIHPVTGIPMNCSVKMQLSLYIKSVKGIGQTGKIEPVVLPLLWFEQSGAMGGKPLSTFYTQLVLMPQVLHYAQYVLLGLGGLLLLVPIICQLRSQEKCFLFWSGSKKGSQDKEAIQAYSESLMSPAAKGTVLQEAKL
An asterisk follows results filed as active; nt = no result given.

item | Structure | MITF TRPM1 HTS | E coli growth | Wnt bcat act | CAL PDZ FP-1 | CAL PDZ FP-2 | AddAB inh | SR-BI uptake up | phage Ecoli inh | Tat export inh | SR-BI HDL uptake
1 | CCCCn1c(N)c(N(CCC(C)C)C(=O)C2=NN(c3ccccc3)C(=O)CC2)c(=O)[nH]c1=O | 1 | -2.1 | -1 | -0.4 | -3 | -1.8 | 21 | 0.5 | 6 | -21
2 | Cc1cccc(C(=O)OC2CCOC2=O)c1O (centres undefined) | 0 | -1.4 | -2 | -0.7 | nt | 1.7 | nt | 0.1 | 4 | nt
3 | O=C(O)CSc1cc(C(=O)c2cc(F)ccc2O)cn2c(=O)c3c(-c4ccccc4)csc3nc12 | -5 | 1.0 | 1 | -12 | -20 | -1.7 | nt | 1.1 | 3 | nt
4 | CC(=O)Nc1ccc(CN2CCCCCCC2)cc1 | nt | 0.7 | nt | 1.1 | -2 | 0.5 | 29 | 1.8 | -2 | -29
5 | Cc1cc(C)n2nc(SCc3ccc(F)cc3Cl)nc2n1 | -3 | -3.0 | 0 | -1.5 | -3 | -1.6 | -25 | 1.4 | -2 | 25
6 | COc1ccc(N=C2NC(=O)/C(=C\c3ccco3)S2)cc1 | 29 | -0.2 | 12 | -2.2 | -1 | -1.0 | -8 | 2.6 | 0 | 8
7 | CCOc1ccc(S(=O)(=O)Nc2ccc(C(=O)NCC(C)(C)N3CCOCC3)cc2)cc1 | -2 | -0.8 | -2 | -2.9 | 1 | -1.0 | 29 | -2.4 | -1 | -29
8 | Cc1nc2cc(F)ccc2n1C1CCN(C(=O)c2ccc(F)cc2F)CC1 | 2 | 1.5 | 9 | -0.7 | nt | 4.9 | 14 | 1.2 | -20 | -14
9 | CCCc1cc(=O)oc2cc(OCc3ccc(C(=O)O)cc3)ccc12 | 23 | -2.2 | 5 | -1.0 | -3 | 0.8 | 10 | 0.7 | -7 | -10
10 | Cc1ccc(CC2C(=O)N(c3cc(Cl)ccn3)C(=O)C2C)cc1 (centres undefined) | 9 | 1.0 | 2 | 0.3 | -2 | 1.4 | 18 | 1.8 | -6 | -18
11 | Cc1nn(-c2ccccc2)c(C)c1C(=O)Nc1ccc(N2CCOCC2)cc1 | -24 | 0.8 | -1 | -1.1 | -1 | 1.8 | -10 | 5.2 | -3 | 10
12 | Cc1ccccc1-n1ncc2c1CC(C)(C)CC2NC(=O)c1snnc1C (centres undefined) | -1 | -0.4 | -3 | 0.4 | 1 | 1.7 | -25 | 0.6 | -1 | 25
13 | COc1ccc(-c2csc3nc(-c4ccccc4OC)oc(=O)c23)cc1 | -6 | -1.7 | -5 | -3.4 | -3 | 0.4 | -45 | 1.4 | 3 | 45
14 | CCC(C)(C)NC(=O)C(c1ccccn1)N(C(=O)c1csnn1)c1ccccc1 (centres undefined) | nt | 2.7 | 0 | -1.0 | nt | 3.7 | 10 | 0.1 | -5 | -10
15 | O=C(CCSc1ccccc1)Nc1ccccc1C(=O)N1CCCC1 | -1 | 1.1 | -2 | -0.4 | -2 | 1.0 | 13 | 1.5 | 12 | -13
16 | CCN1CCCC1CNS(=O)(=O)c1ccc(C(=O)Nc2ccccc2)cc1 (centres undefined) | -4 | -1.2 | nt | -0.7 | nt | 1.8 | 0 | -0.6 | 4 | 0
17 | O=C(O)CSc1nnc(COc2cccc3ccccc23)n1Cc1ccccc1 | -1 | -1.7 | -2 | -1.6 | -7 | 0.3 | 32 | 2.2 | -1 | -32
18 | NCCCCCC(=O)N/N=C/c1coc2ccccc2c1=O | 5 | -3.8 | 2 | -0.6 | 1 | 1.4 | 0 | 1.6 | -5 | 0
19 | CC(C)(CO)NC(=O)CCCOc1ccc(Cl)cc1Cl | 67 | 4.6 | nt | 0.5 | nt | 4.3 | -3 | 3.1 | -8 | 3
20 | CCC/C=N/NC(=O)c1cc(-c2ccccc2)nc2ccccc12 | 7 | 2.3 | nt | -3.0 | -4 | 3.0 | -7 | 4.0 | -6 | 7

item | Structure | MITF TRPM1 HTS | E coli growth | Wnt bcat act | CAL PDZ FP-1 | CAL PDZ FP-2 | AddAB inh | SR-BI uptake up | phage Ecoli inh | Tat export inh | SR-BI HDL uptake
21 | COCc1cc(C)nc(SC)c1C#N | 27 | 1.7 | -2 | -1.0 | -5 | 2.2 | -2 | 5.2 | -10 | 2
22 | Cn1c(CCNC(=O)c2ccc(F)cc2)nc2ccccc21 | 2 | -0.4 | -7 | -2.7 | 5 | 2.0 | 6 | 1.5 | -1 | -6
23 | Cc1cccc(C)c1OCc1cc(C(=O)N2CCC(c3ccccc3)CC2)no1 | 43 | 2.1 | 9 | -3.0 | 2 | 5.6 | 1 | 0.3 | 13 | -1
24 | COC(=O)[C@H](CCSC)NC(=O)Nc1cc(OC)cc(OC)c1 | 6 | -0.7 | 0 | -0.1 | 3 | 1.7 | 18 | 3.8 | 4 | -18
25 | O=c1[nH]n(-c2ncnc3c2cnn3-c2ccccc2)c(=O)c2ccccc12 | 1 | -0.5 | nt | -0.5 | -2 | 2.1 | 21 | 1.7 | 1 | -21
26 | CCOC(=O)c1cccc(-n2c(C)nc3ccccc3c2=O)c1 | -5 | -0.4 | nt | -0.8 | 2 | 0.6 | 10 | -0.3 | 0 | -10
27 | CCN1CCN(S(=O)(=O)c2ccc3c(c2)NC(=O)CS3)CC1 | 12 | -0.3 | -1 | -2.8 | -1 | 1.5 | 7 | 5.0 | -3 | -7
28 | c1ccc(-c2csc(N3CCOCC3)n2)cc1 | 81* | 0.2 | 39* | 0.6 | -2 | 2.7 | 7 | 3.2 | -9 | -7
29 | COc1ccc(-n2c(COc3ccc(C)cc3)nnc2SCC(N)=O)cc1 | 3 | -0.4 | -1 | 0.5 | -5 | 1.3 | -7 | 3.0 | 2 | 7
30 | O=C(COC(=O)c1ccc2ncsc2c1)Nc1cc([N+](=O)[O-])ccc1Cl | -9 | -0.7 | -8 | -0.3 | -3 | 0.0 | -2 | 0.0 | -3 | 2
31 | Cn1c2ccccc2c2cc(/C=N/NC(=O)c3ccc(O)cc3O)ccc21 | 5 | 2.1 | nt | -0.4 | 0 | 0.6 | -15 | nt | -1 | 15
32 | Cc1cc(/C=C2\SC(=S)N(Cc3ccco3)C2=O)c(C)n1-c1cccnc1 | nt | nt | nt | 0.0 | -7 | nt | 43 | 0.6 | -2 | -43
33 | COC(=O)CSc1nsc(SCC(=O)OC)n1 | nt | 0.9 | nt | -1.5 | 13 | 4.1 | 6 | 2.0 | 3 | -6
34 | CCOc1ccc(-n2c(=O)cc(N3CCN(c4ccccc4)CC3)[nH]c2=O)cc1 | -8 | -1.0 | nt | 0.5 | 0 | 0.8 | -10 | -0.7 | 0 | 10
35 | Cc1ccc(NC(=O)CSCC#N)cc1Cl | -3 | -0.3 | -7 | -3.4 | -1 | -0.9 | 3 | 2.1 | 9 | -3
36 | CCOc1ncccc1C(=O)Nc1ncc(C)s1 | 2 | -0.7 | 1 | -6.8 | -4 | 0.9 | 23 | 3.7 | -5 | -23
37 | NCCNc1cc(N2CCCC2)ccc1[N+](=O)[O-] | -3 | 0.3 | 21 | -2.8 | 0 | -0.2 | 9 | 3.8 | -1 | -9
38 | O=C(NCCCCc1ccccc1)C1CC(c2ccc(C(F)(F)F)cc2)=NO1 (centres undefined) | 1 | -1.2 | -4 | -0.5 | 3 | -0.5 | -3 | 3.8 | -2 | 3
39 | Cc1ccc(C)c(N(C(=O)CCC(=O)Nc2cc(C)on2)C(C(=O)NC2CCCC2)c2ccco2)c1 (centres undefined) | -18 | 0.2 | 1 | 0.5 | -2 | 0.8 | 5 | -0.5 | -1 | -5
40 | CCOC(=O)N1CCC(NS(=O)(=O)c2ccccc2)CC1 | -6 | 0.4 | -2 | -0.1 | -1 | 0.8 | 21 | 1.5 | -2 | -21

item | Structure | MITF TRPM1 HTS | E coli growth | Wnt bcat act | CAL PDZ FP-1 | CAL PDZ FP-2 | AddAB inh | SR-BI uptake up | phage Ecoli inh | Tat export inh | SR-BI HDL uptake
41 | Cc1c(Cc2ccccc2)c(=O)oc2c(C)c(OCC(=O)NCC3CCC(C(=O)O)CC3)ccc12 (centres undefined) | 3 | 3.4 | 2 | -1.5 | -1 | 1.7 | 0 | 0.5 | 2 | 0
42 | CN(c1ccccc1)S(=O)(=O)c1ccc(Cl)c(C(=O)Nc2ccncc2)c1 | 6 | 0.5 | -6 | -1.9 | -4 | 0.3 | -41 | 1.1 | -4 | 41
43 | COc1ccc(Cl)cc1NC(=S)NCCC(c1ccccc1)c1ccccc1 | -2 | 0.0 | -2 | -0.6 | nt | 3.4 | -26 | 5.9 | 8 | 26
44 | Cn1c(=O)cc(SCC(=O)NCCC2=CCCCC2)c2cc(Cl)ccc21 | 0 | 1.1 | nt | -0.8 | -5 | 0.2 | nt | 2.6 | 6 | nt
45 | O=c1[nH][nH]c2cc(=O)n(-c3cccc(C(F)(F)F)c3)nc12 | 6 | -0.4 | -2 | -0.7 | -11 | 0.8 | 10 | 2.4 | -8 | -10
46 | Cc1ccc(-n2ncc3c2CC(C)(C)CC3NC(=O)CCn2cncn2)cc1 (centres undefined) | 8 | nt | -1 | -0.8 | -5 | nt | nt | -0.6 | -3 | -2
47 | Cc1ccc(N(CC(=O)NCc2ccco2)C(=O)CCC(=O)Nc2nccs2)cc1C | 8 | 0.3 | -3 | -0.6 | nt | 6.5 | 6 | 1.8 | 0 | -6
48 | O=C(CCn1c(=O)oc2ccccc21)N(Cc1ccccc1)c1ccccc1 | nt | 0.3 | -1 | -0.5 | nt | -1.8 | 24 | 6.2 | 7 | -24
49 | COc1ccc(/C(=N\Nc2ccccc2C(=O)O)c2ccccc2)cc1 | 13 | -1.3 | nt | -0.8 | 4 | -0.5 | 27 | 5.1 | -3 | -27
50 | CCCCNC(=O)c1onc(CSc2ccc(F)c(F)c2)c1C(=O)O | 14 | 2.1 | 0 | 0.0 | -8 | -1.1 | nt | 3.1 | -1 | nt
51 | CC(C)(C)NC(=O)C(=O)N/N=C/c1ccc(Br)cc1 | 4 | 1.9 | nt | -0.3 | -1 | 2.3 | -25 | 1.1 | 1 | 25
52 | CCOc1ccccc1-n1c(SCC(N)=O)nnc1-c1cccnc1 | 3 | -0.8 | -2 | -2.9 | -4 | 1.7 | 21 | 1.9 | 2 | -21
53 | CC(=O)Nc1ccc(N=Cc2nc(-c3ccc(C)cc3)oc2O)cc1 | -1 | -1.8 | 0 | -0.5 | -2 | 1.5 | -18 | 2.1 | -7 | 18
54 | CCOc1ccc(S(=O)(=O)N2CCC(C(=O)OCc3ccc(OC)cc3)CC2)cc1 | -3 | -1.5 | 5 | -2.7 | -6 | 2.0 | 6 | 1.5 | 5 | -6
55 | O=C1CCC(C(=O)N2CCOCC2)CN1Cc1cccc(C(F)(F)F)c1 (centres undefined) | 17 | 0.6 | 2 | -1.0 | 1 | 1.7 | 13 | 0.6 | 0 | -13

Assay outcomes deposited in PubChem by several laboratories.
